NS5 inhibitors = Dengue-2 NS5 methyltransferase inhibitors, primary screen, biochemical, confirmation dose response (AID 588689); inhibition, % at 25 µM; hits with a dose series show IC50 in µM; Dengue-2 NS5 methyltransferase capping enzyme assay, biochemical; higher % means a stronger effect; 340,000 compounds, 0.3% hits; in the data active means a potency from the dose series; inconclusive means inhibition above about 29% without an active follow-up result
West Nile virus CPE = inhibition of WNV-induced cytopathic effect – cell-based, CPE readout (AID 1621); 290,000 compounds, 0.02% hits; CPE inhibition, % at 10 µM, or IC50 in µM where a hit was titrated; West Nile virus-infected cells, CPE inhibition; higher % means a stronger effect; in the data active means a potency from the dose series; inconclusive means CPE inhibition mostly from about 3.7% at the one dose, without a potency; inactive means the rest, 99 in 100 with CPE inhibition below about 2.2%; further: strong numbers were not always called active
Salmonella PhoP GFP = PhoP-dependent GFP reporter repression – Salmonella Typhimurium, primary screen (AID 1863) | S. Typhimurium PhoP-regulated promoter GFP reporter, 4 h; higher % means a stronger effect | one-dose inhibition, % at 50 µM; IC50 in µM for titrated hits | 300,000 compounds, 0.16% hits;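 active means inhibition over 29.93%, a cutoff 3 SD above the screen mean, later confirmed by dose response; inconclusive means inhibition over 29.93% but no dose response follow-up; inactive means inhibition at most 29.93% or unconfirmed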;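 further: 0% = low Mg2+ inducing control and 100% = high Mg2+ repressing control; strong numbers were not always called active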
NTR1 ag = NTR1-driven beta-arrestin-GFP spot formation – imaging, U2OS cells, high content, primary screen (AID 493036) | P30989 | agonist mode | activation, % at 20 µM | 330,000 compounds, 0.17% hits;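 active means activation at or above 40% of the spot to cytoplasm intensity ratio, with at least 20 cells analyzed; inconclusive means wells under 20 cells, flagged as cytotoxic or low count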;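 further: 0% = DMSO without peptide and 100% = 100 nM NTR1 peptide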
Target sequence (P30989 whole entry, looked up): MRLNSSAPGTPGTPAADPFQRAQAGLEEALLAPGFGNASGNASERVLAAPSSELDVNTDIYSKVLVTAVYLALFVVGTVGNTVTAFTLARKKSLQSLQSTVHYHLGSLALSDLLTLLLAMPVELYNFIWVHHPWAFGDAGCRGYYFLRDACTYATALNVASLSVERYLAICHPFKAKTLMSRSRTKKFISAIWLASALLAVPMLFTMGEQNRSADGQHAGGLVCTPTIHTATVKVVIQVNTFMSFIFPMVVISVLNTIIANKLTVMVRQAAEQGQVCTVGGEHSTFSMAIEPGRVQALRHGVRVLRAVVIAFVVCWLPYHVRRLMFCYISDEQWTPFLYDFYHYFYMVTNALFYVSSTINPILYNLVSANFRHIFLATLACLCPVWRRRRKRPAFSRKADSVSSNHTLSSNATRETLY
T cell HTS = T cell immune modulation candidate. calls only at 7 µM. 330,000 compounds, 0.068% hits. 2C CD8+ T cell-vesicle binding, flow cytometry; stronger effect = lower value;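 active means response, share of CD8 T cells binding vesicles, and their 90th percentile fluorescence all below set limits, cut at about 80% in these data, passing the limit was not always enough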
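Test system: purified 2C TCR transgenic mouse naive CD8+ T cells. Probe or stimulus: QL9-peptide-loaded Drosophila micro-vesicles bearing Ld, ICAM-1 and B7-1. Incubation: binding step 1.5 h, 37 °C, antibody labelling 20 min, ice. Measured by: flow cytometry of vesicle-bound cells.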
Large T inhibition = TAg ATPase/helicase activity blockers – biochemical (AID 1903); inhibition, % at 20 µM, or IC50 in µM where a hit was titrated; 310,000 compounds, 0.39% hits; SV40 large T antigen ATPase/helicase inhibition assay; higher % means a stronger effect; in the data active means a potency from the dose series; inconclusive means inhibition mostly from about 32% at the one dose, without a potency; inactive means the rest, 99 in 100 with inhibition below about 32%; further: strong numbers were not always called active
K1F lysis inhibition = protection from phage-mediated lysis, alamar blue read-out – E. coli UTI89, K1F phage, bacterial capsule biogenesis inhibitors (AID 488966) | E. coli UTI89 K1F phage lysis, alamar blue, 2 h; higher % means a stronger effect | one-dose inhibition, % at 100 µM; IC50 in µM for titrated hits | 340,000 compounds, 0.02% hits;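 active means phage lysis inhibition, versus mean bacterial control, above a set limit; inconclusive means no clear call, values can overlap the other calls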;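 further: capsule biogenesis inhibitors block K1F phage lysis so surviving cells raise fluorescence; higher fluorescence means more inhibition of phage lysis; actives were called in the ten point dose series up to 300 µM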
MgcRacGAP inhibition = MgcRacGAP GTPase-activating activity inhibitors, confirmation, biochemical, ADP Hunter fluorescence; AID 624330; MgcRacGAP-stimulated Rac1 GTP hydrolysis, ADP Hunter fluorescence; higher % means a stronger effect; GST-tagged Rac1 F28L mutant substrate; one-dose inhibition, % at 30 µM; IC50 in µM for titrated hits; 340,000 compounds, 0.6% hits;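 active means first-screen hits whose inhibition reached a set limit at any dose in the follow-up dose series; inconclusive means inhibition above the set first-screen limit but never retested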;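 further: fluorescence reports GDP produced by GAP-driven GTP hydrolysis; strong numbers were not always called active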
RSV CPE inhibition = inhibition of RSV-induced cytopathic effect – HEp-2 cells, primary 10 µM value included (AID 2391). HEp-2 cells, RSV-induced CPE inhibition; higher % means a stronger effect. CPE inhibition, % at 10 µM, or IC50 in µM where a hit was titrated. 310,000 compounds, 0.13% hits; in the data active means a potency from the dose series; inconclusive means CPE inhibition mostly from about 23% at the one dose, without a potency; inactive means the rest, 99 in 100 with CPE inhibition below about 21%; further: strong numbers were not always called active
T cell HTS vesicle-bound % = second read-out of T cell HTS, no call of its own (marks repeat the call); double positive events, %; measured here: CD8+ vesicle-bound cell fraction;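 binding gate set so that unloaded-vesicle control wells show 10% double positive cells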
NTR1 ag cell count 20 µM = further read-out of NTR1 ag, marked with its call; cell count; measured here: cell count, cytotoxicity flag
NS5 inhibitors pilot replicate = also measured in NS5 inhibitors; calls as there; inhibition, %; measured here: pilot screen replicate inhibition
An asterisk follows results filed as active; i = inactive; ? = inconclusive; . = no result given; [ ] = another dose, or the depositor's remark. Outcome played no part in choosing rows; about 1.5% have a hit in one of these screens.

SMILES | NS5 inhibitors | West Nile virus CPE | Salmonella PhoP GFP | NTR1 ag | NTR1 ag cell count 20 µM | T cell HTS | T cell HTS vesicle-bound % | Large T inhibition | K1F lysis inhibition | MgcRacGAP inhibition | RSV CPE inhibition | others
COc1ccc(C2=NOC(C)(c3nnc(-c4ccc(Cl)cc4)o3)C2)cc1 (stereo not given) | 7.2% | 0.1% | . | 1.4 | 80 | i | 15.6 | 6.2% | 0.6% | -0.4% | -1.2%
COCc1cc(C)n(CC(=O)OC)c(=O)c1C#N | -2.8% | -0.3% | -7.7% | 0.5 | 76 | i | 34.7 | 3.4% | 0.0% | 6.7% | 2.0%
CCOCCCNC(=O)C(NC(=O)c1ccc(NC(C)=O)cc1)c1ccc(Cl)cc1 (stereo not given) | -4.7% | -0.1% | 10.8% | 1.8 | 77 | i | 0.8 | -1.4% | 1.5% | 3.9% | 1.7%
COc1ccc2c(c1)c(=O)oc1cc(OCC(=O)N3CCc4ccccc4C3)ccc12 | 1.3% | 0.4% | -10.6% | 3.0 | 91 | i | 44.0 | 24.4% | 0.3% | 9.8% | 0.9%
CCOC(=O)c1ccc(N2C(=O)CC(N3CCN(C/C=C/c4ccccc4)CC3)C2=O)cc1 (stereo not given) | 7.2% | 1.2% | 15.3% | . | . | . | . | -3.6% | 0.8% | 4.4% | .
Cc1cc(=O)oc2cc(Oc3ccc([N+](=O)[O-])cc3C(F)(F)F)ccc12 | 2.4% | -0.4% | . | 3.6 | 70 | i | 43.9 | . | 3.1% | 3.6% | 5.3%
C=CCOc1ccc(CNn2cn[nH]c2=S)cc1OC | 1.4% | 0.2% | -1.7% | -1.1 | 47 | i | 25.9 | 5.7% | 0.5% | 5.4% | 1.9%
CCN1CCN(C(=O)CS(=O)Cc2nc(-c3ccc(OC)cc3)oc2C)CC1 (stereo not given) | -4.8% | -0.3% | 4.5% | 0.9 | 77 | i | 35.1 | 4.1% | -1.2% | 11.7% | 1.8%
O=C(COc1ccc2ccccc2c1)N[C@@H](C(=O)O)c1ccc(O)cc1 | 0.7% | 0.7% | 0.2% | -0.8 | 49 | i | 42.5 | 12.5% | -0.3% | -5.0% | 1.2%
O=C(NCCN1CCCCC1)Nc1ccccc1F | 0.6% | -0.5% | 8.8% | 0.0 | 63 | i | 38.7 | 9.6% | 0.1% | 4.8% | -1.3%
Cc1ccc(S(=O)(=O)N2CCC(C(=O)NCCc3ccc(S(N)(=O)=O)cc3)CC2)cc1 | -6.5% | 0.0% | 7.7% | 1.0 | 51 | i | 15.7 | 7.6% | -1.0% | -3.9% | -0.3%
COc1ccccc1NC(=O)c1ccc(NC(=O)c2ccco2)cc1 | 8.0% | 0.9% | -4.3% | -0.1 | 44 | i | 16.5 | 9.6% | 0.3% | -4.0% | 3.5%
COc1ccc(CN2C(=NC(=O)C3CCCO3)SC3CS(=O)(=O)CC32)cc1OC (stereo not given) | -2.0% | 0.3% | -2.0% | 0.1 | 53 | i | 5.5 | . | -0.2% | 1.1% | 1.1%
COc1ccc(OCCC(=O)OCC(=O)NCCc2ccccc2)cc1 | 3.0% | -0.1% | -1.5% | -1.0 | 77 | i | 55.6 | 10.2% | 0.1% | -4.8% | 1.5%
CCN(CC(=O)Nc1c(F)cccc1F)C(=O)c1ccc2c(c1)OCO2 | 2.2% | . | . | 3.1 | 57 | i | 18.4 | . | 0.3%[50 µM] | 2.5% | 0.6%
COc1ccc(Oc2ncnc3c2ncn3Cc2ccccc2)cc1 | 0.0% | -0.3% | 0.3% | -0.1 | 45 | i | 48.9 | 1.4% | 2.8%[50 µM] | 6.2% | 3.6%
COC(c1ccccc1)c1nnc(CCC(=O)NC2CCCCC2)o1 (stereo not given) | -5.4% | 0.0% | -2.5% | 0.0 | 39 | i | 10.2 | 8.4% | 0.3% | 4.1% | 2.9%
CC(=O)c1cccc(NC(=O)C(OC(=O)/C=C/c2ccc3c(c2)OCO3)c2ccccc2)c1 (stereo not given) | -4.8% | 0.2% | 4.9% | 2.4 | 87 | i | 36.2 | 3.6% | 0.0% | 8.7% | 0.4%
CC(=O)Nc1ccc(NC(=O)CCc2nc3sc4c(c3c(=O)[nH]2)CCCC4)cc1 | 1.4% | . | -7.3% | 0.4 | 51 | i | 40.0 | 10.4% | 1.1%[50 µM] | 2.7% | -2.7%
Cc1cccc(NC(=O)Nc2ccc(C)c(C)c2)n1 | 0.8% | 0.1% | -3.4% | 1.3 | 58 | i | 38.8 | 27.6% | -0.1% | 6.9% | 2.0%
CN(CCc1ccccn1)C(=O)Nc1ccc(Cl)cc1 | -4.8% | 0.7% | 3.6% | 1.7 | 51 | i | 5.5 | 21.1% | 2.8% | 6.9% | 1.3%
Cc1ccc(-c2csc3nc[nH]c(=O)c23)cc1 | 2.5% | 0.0% | 13.6% | 1.8 | 45 | i | 63.1 | 6.3% | 4.0% | -0.9% | 3.9%
COc1ccc(/C=N/Nc2nonc2N)cc1OC | 2.4% | 0.4% | 4.8% | -4.6 | 81 | i | 58.3 | 10.8% | 3.0% | 8.4% | -1.5%
COc1ccc(CCNC(=O)c2ccc(Cl)c(S(=O)(=O)N3CCCC3)c2)cc1 | 0.7% | . | . | 1.7 | 64 | i | 30.8 | . | 0.1%[50 µM] | 0.7% | 1.4%
COC(=O)c1ccc2c(=O)n(CCN3CCOCC3)c(SCC(=O)NCc3ccccc3)nc2c1 | 3.0% | -0.6% | -5.2% | 0.0 | 56 | i | 19.1 | 5.8% | 0.1% | 3.3% | 2.3%

The listing continues.
SMILES | NS5 inhibitors | West Nile virus CPE | Salmonella PhoP GFP | NTR1 ag | NTR1 ag cell count 20 µM | T cell HTS | T cell HTS vesicle-bound % | Large T inhibition | K1F lysis inhibition | MgcRacGAP inhibition | RSV CPE inhibition | others
CCOC(=O)C1(Cc2ccc(Cl)cc2)CCN(C(=O)c2cscn2)CC1 | 3.1% | -1.3% | -0.5% | 2.0 | 44 | i | 27.9 | 25.8% | 0.1% | 12.3% | -0.1%
O=C(Nc1ccccc1)c1ccc(NC2CCCCC2)c(S(=O)(=O)N2CCOCC2)c1 | -5.1% | -0.3% | -8.3% | 1.1 | 66 | i | 27.1 | 4.8% | 0.7% | 4.4% | 5.7%
Cc1cccc(C)c1NC(=O)C1CCCN1C(=O)OC(C)(C)C (stereo not given) | -9.6% | 0.1% | 8.1% | 1.1 | 87 | i | 15.6 | -1.3% | -1.5% | 4.2% | -1.4%
COc1ccc(Nc2nc(N)c([N+](=O)[O-])c(N3CCOCC3)n2)cc1 | 5.4% | 1.7% | -13.8% | 4.6 | 53 | i | 31.9 | 10.9% | 2.5% | 10.3% | -0.1%
O=C(Nc1ccncc1)c1ccc2c(c1)S(=O)(=O)c1ccccc1C2=O | 7.4% | -0.7% | 5.8% | 3.4 | 58 | i | 27.8 | 5.8% | -0.1% | 4.1% | 1.7%
COc1ccc(OC)c(CN2CCN(Cc3cc(=O)oc4cc(O)ccc34)CC2)c1 | 5.0% | -0.5% | 16.4% | -0.2 | 58 | i | 23.9 | 9.1% | 0.2% | 8.1% | -1.3%
CCN(CC)C(=O)Cn1cc(C(=O)C(=O)NCc2ccccn2)c2ccccc21 | -0.9% | -0.1% | -8.2% | 2.3 | 59 | i | 35.4 | 6.1% | 0.3% | 12.7% | 0.5%
O=C(COC(=O)c1cc(S(=O)(=O)N2CCCC2)ccc1O)Nc1ccccc1Br | 2.6% | . | . | 2.5 | 59 | i | 18.8 | . | 0.2%[50 µM] | 3.5% | .
N#CC1=C(N)C(C#N)(C#N)[C@H](c2ccoc2)[C@H]2CN(Cc3ccccc3)CC=C12 | ? | 0.0% | -18.6% | -2.2 | 51 | i | 6.8 | 7.8% | -0.3% | 5.3% | 2.3%
Cc1cc(NS(=O)(=O)c2ccc(NC(NC(=O)C(C(F)(F)F)C(F)(F)F)(C(F)(F)F)C(F)(F)F)cc2)no1 | 11.5% | -0.1% | 6.3% | . | . | . | . | 9.5% | -0.5% | 1.8% | .
Cc1ccc(Cl)cc1NC(=O)CSc1sc2c(O)cc(=O)[nH]c2c1C#N | -2.5% | -0.5% | -1.9% | 2.1 | 42 | i | 34.3 | 17.6% | -0.4% | 11.0% | -0.1%
Cc1ccccc1NC(=S)NC12CN3CN(CN(C3)C1)C2 | -10.9% | 2.7% | 2.8% | 1.3 | 44 | i | 41.4 | -0.1% | 0.4% | 0.9% | 0.2%
CCOP(=O)(OCC)/C(=N/OC(=O)c1ccccc1C)C(N)=O | 0.0% | 0.1% | -18.0% | 0.5 | 41 | i | 11.5 | 25.4% | 1.2%[50 µM] | 4.3% | 2.1%
Cc1cc(-c2nc3ccccc3c(=O)o2)ccc1[N+](=O)[O-] | 0.0% | 0.6% | 8.3% | -0.2 | 64 | i | 46.4 | 7.5% | 0.1% | 5.2% | 4.9% | NS5 inhibitors pilot replicate=2.4
COc1ccc(C(CNC(=O)CNS(=O)(=O)c2ccc(NC(C)=O)cc2)N2CCOCC2)cc1 (stereo not given) | -5.1% | . | -7.1% | -0.2 | 69 | i | 46.0 | 10.0% | 0.5%[50 µM] | 10.7% | 2.5%
CCCn1c(=O)c2c(c3ccccc31)OC(C)C(=O)N2 (stereo not given) | -6.1% | 0.2% | 11.5% | 0.7 | 48 | i | 2.1 | 5.8% | 0.6% | 6.8% | 1.1%
O=S(=O)(c1ccc(NC(=S)NCc2ccco2)cc1)N1CCCCC1 | -10.9% | -1.3% | -3.4% | 1.2 | 59 | i | 29.3 | 7.1% | 0.4% | 13.5% | .
Cc1cc(C)cc(N(CC(=O)Nc2ccccc2C(=O)N2CCOCC2)S(C)(=O)=O)c1 | 1.5% | 0.0% | 5.0% | 0.1 | 51 | i | 40.9 | 3.1% | 3.2% | 5.2% | 0.6%
CCN(CC(=O)N1CCCCCC1)S(=O)(=O)c1ccc(Cl)cc1 | -4.8% | -0.1% | -3.9% | -0.6 | 53 | i | 34.1 | 28.8% | 0.2% | 6.0% | 2.8%
